Assay outcomes (PubChem BioAssay)
RXFP1 antagonist – blocks the human relaxin receptor RXFP1. activity change, negative = inhibition, % at 57.5 µM. AID 1259400. actives 0.59% (n = 350,000). HEK293-RXFP1, relaxin-stimulated cAMP HTRF, 30 min; hits give low values. Q9HBX9;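 active = activity change of -60% or lower, but not beyond a set lower limit; inconclusive = change between -60% and -40%, or beyond the set limit; inactive = change above -40%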; also: % is scaled to controls: 0 for no effect and ±100 for the full control effect
Apoferritin bind – binds horse apoferritin like a general anesthetic. P02791. apoferritin/1-aminoanthracene competitive binding, fluorescence. Potency, µM (titrated, usually from 77.5 µM), inactives show top-dose activity change, negative = displacement, hits mostly inhibitors. actives 0.074% (n = 350,000). AID 485281; also: potency is read from the fitted curve at half-maximal effect; % is scaled to controls: 0 for no effect and ±100 for the full control effect; nearly all actives have a fitted effect of over 20% in size
Target sequence (P02791 2-175 limits assumed): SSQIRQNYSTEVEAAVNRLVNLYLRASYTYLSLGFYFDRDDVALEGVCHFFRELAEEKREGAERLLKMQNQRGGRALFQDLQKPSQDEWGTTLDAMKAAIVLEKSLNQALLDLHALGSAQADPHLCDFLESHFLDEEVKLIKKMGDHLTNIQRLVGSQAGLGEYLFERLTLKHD
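Steps: apoferritin (10 uM) was premixed with half-saturated 1-AMA in PBS, compounds were pin-transferred, plates stood 10 min at room temperature, fluorescence was read at 380/535 nm, and curves were fitted with a Hill equation.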
POLI inh – DNA polymerase iota (human) inhibition | Q9UNA4 | Potency, µM (top dose mostly 115 µM), inactives show at the top dose activity, negative = inhibition, hits mostly inhibitors | actives 1% (n = 390,000) | Pol iota fluorescent replication assay, 10 min; also: potency is read from the fitted curve at half-maximal effect
Target sequence (Q9UNA4 whole entry, looked up): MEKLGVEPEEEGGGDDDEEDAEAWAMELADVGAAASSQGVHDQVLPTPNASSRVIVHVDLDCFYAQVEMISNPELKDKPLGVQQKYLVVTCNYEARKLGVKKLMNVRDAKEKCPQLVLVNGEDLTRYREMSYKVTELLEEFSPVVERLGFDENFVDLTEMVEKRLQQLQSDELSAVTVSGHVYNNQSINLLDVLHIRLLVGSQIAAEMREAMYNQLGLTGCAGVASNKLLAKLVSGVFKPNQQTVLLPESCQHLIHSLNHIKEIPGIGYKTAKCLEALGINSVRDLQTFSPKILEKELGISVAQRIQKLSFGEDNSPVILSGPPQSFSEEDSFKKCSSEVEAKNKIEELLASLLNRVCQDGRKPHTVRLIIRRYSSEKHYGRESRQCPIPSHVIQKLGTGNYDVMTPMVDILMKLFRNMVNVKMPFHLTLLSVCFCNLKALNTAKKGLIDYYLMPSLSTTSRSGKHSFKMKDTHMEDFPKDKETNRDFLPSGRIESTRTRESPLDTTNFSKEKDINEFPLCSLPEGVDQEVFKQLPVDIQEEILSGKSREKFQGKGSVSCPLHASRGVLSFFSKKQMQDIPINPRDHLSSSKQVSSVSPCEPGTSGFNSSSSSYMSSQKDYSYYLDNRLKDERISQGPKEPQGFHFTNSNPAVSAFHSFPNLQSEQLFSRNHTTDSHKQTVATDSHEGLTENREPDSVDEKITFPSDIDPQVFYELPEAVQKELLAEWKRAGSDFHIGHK
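Pol iota at 10 nM preincubated 15 min with compounds at room temperature; reaction started with fluorescent substrate, 50 nM final. Fluorescence read kinetically at 0 and 10 min; buffer-only wells as negative control.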
Pol beta inh – DNA polymerase beta (human) inhibition; actives 1.3% (n = 340,000); Potency, µM (highest dose often 114 µM), for the others: at the highest dose activity change, negative = inhibition, usual class: inhibitors; Pol beta primer extension/strand displacement, fluorescence kinetic; P06746; also: potency is read from the fitted curve at half-maximal effect; % is scaled to controls: 0 for no effect and ±100 for the full control effect
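Reaction started by 50 nM substrate onto compound-treated Pol beta (10 nM, 15 min preincubation, room temperature); plates read at 0 min and 10 min. Normalized concentration-effect data fitted by four-parameter Hill equation.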
BLM helicase inh – Bloom syndrome helicase (human) inhibition; AID 2528; Potency, µM (highest dose often 56.1 µM), without a hit: top-dose activity change, negative = inhibition, hits mostly inhibitors; recombinant BLM DNA unwinding, fluorescence dequenching; actives 0.2% (n = 350,000);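 also: potency is read from the fitted curve at half-maximal effect; plate controls were vehicle for no effect and no enzyme for full effect; nearly all actives have a fitted effect of over 35% in size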
POLK inh – blocks human DNA polymerase kappa activity. Q9UBT6. Potency, µM (doses to about 107 µM), inactives show at the highest dose activity, negative = inhibition, hits mostly inhibitors. actives 0.53% (n = 400,000). purified Pol kappa, fluorescent DNA synthesis assay, 10 min; also: potency is read from the fitted curve at half-maximal effect; % is scaled to controls: 0 for no effect and ±100 for the full control effect
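Readout: fluorescence, taken kinetically at 0 and 10 min. Conditions: 10 nM Pol kappa, 15 min RT compound preincubation, 50 nM substrate final. Controls: enzyme-free buffer wells.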
APEX1 inh – inhibitors of human APE1 endonuclease; P27695; recombinant APE1, TAMRA/BHQ-2 abasic DNA cleavage fluorescence; Potency, µM (highest dose often 65.8 µM), for inactives: top-dose activity change, negative = inhibition, usual class: inhibitors; actives 0.35% (n = 350,000); AID 2517;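 also: potency is read from the fitted curve at half-maximal effect; plate controls were vehicle for no effect and reference inhibitor for full effect; nearly all actives have a fitted effect of over 55% in size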
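Substrate: short duplex with […] THF abasic site, 5'-TAMRA and 3'-BHQ-2, 50 nM final. APE1 at 0.75 nM, preincubated 15 min RT with compound. Fluorescence increase from first to third read measured activity.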
PGK inhibitor – T. brucei PGK inhibition | P07378 | PGK/GAPDH coupled, Kinase-Glo luminescence, 60 min | Potency, µM (top dose mostly 57.5 µM), for the others: at the top dose activity change, negative = inhibition, usual class: inhibitors | actives 0.043% (n = 380,000) | AID 602233; also: potency is read from the fitted curve at half-maximal effect; % is scaled to controls: 0 for no effect and ±100 for the full control effect; nearly all actives have a fitted effect of over 60% in size
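Recombinant glycosomal PGK reaction used 1,3-bisphosphoglycerate generated in-well by GAPDH (100nM final) in 100mM TEA pH 7.6, 5mM MgCl2, 0.01% Tween-20. After 60 minutes at room temperature, ATP was read by Kinase-Glo Plus luminescence end-point.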
POLH inh – blocks human DNA polymerase eta activity | Q9Y253 | recombinant Pol eta, fluorescent DNA replication assay | Potency, µM (doses to about 114 µM), inactives show top-dose activity change, negative = inhibition, hits mostly inhibitors | actives 1.2% (n = 390,000) | AID 588591; also: potency is read from the fitted curve at half-maximal effect; % is scaled to controls: 0 for no effect and ±100 for the full control effect
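Pol eta at 10 nM preincubated with compounds 15 min at room temperature; reaction started with fluorescent substrate (50 nM final) and read kinetically at 0 and 10 min.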
Numbers without * were called inactive; i = inactive; ? = inconclusive; nt = no result given; & = joins results of further samples; [ ] = another dose, or the depositor's remark. Unless noted, calls follow the shape of the dose curve; as a rule, active = well fitted curve in the direction sought with a large enough effect; inconclusive = small, poorly fitted or top-dose-only effect, or another doubt; inactive = no such curve, though single readings can be large; an effect the other way counts as inactive or inconclusive. Not all compounds are listed. The share of hits here may be higher or lower than overall.

SMILES	RXFP1 antagonist	Apoferritin bind	POLI inh	Pol beta inh	BLM helicase inh	POLK inh	APEX1 inh	PGK inhibitor	POLH inh
O=C(NC1CC2CCC1C2)c1ccco1 (stereo not given)	25	1%	-19%	37%	-6%	2%	21%	-4%	-7%
CCCOc1ccccc1NC(=O)Nc1ccccc1Cl	-3	-4%	20%	13%	1%	1%	7%	-2%	-2%
COc1ccccc1CNC(=O)c1oc2ccccc2c1C	3	-17%	52%[activator]	-1%	-8%	-10%	36%	2%	-13%
COC(=O)c1ccsc1NC(=O)c1ccc(Cl)s1	nt	-7%	-6%	?	-2%	-5%	4%	-4%	-2%
c1ccc2c(CNc3ccc(CNc4ncn[nH]4)cc3)cccc2c1	-7	-4%	-2%	14%	-12%	-8%	1%	-4%	-6%
Cc1ccc(N2CCN(Cc3ccccc3)CC2=O)c(C)c1	0	-1%	11%	1%	0%	-8%	31%	-3%	-2%
CN(C(=O)c1c(Cl)nc2sccn12)C1CCCCC1	-9	-2%	18%	1%	4%	-4%	-5%	nt	-13%
CCOc1cc(Cl)c(NC(C)=O)cc1OCC	nt	-5%	20%	2%	-1%	-11%	-3%	8%	-11%
O=C(CN1N=C(c2ccccc2)CCC1=O)NCc1ccc(F)cc1Cl	-1	?	-2%	33%	2%	-3%[60.1 µM]	nt	-4%	14%
CN(CCOc1ccccc1)C(=O)c1cc([N+](=O)[O-])cc([N+](=O)[O-])c1	10	-16%	63%[activator]	2%	-3%	-7%	0%	-1%	-10%
COc1ccccc1OCCC(=O)Nc1nc(C)cs1	0	0%	29%	-1%	-1%	-3%	-4%	-9%	-18%
Cc1csc(SCC(=O)Nc2cccc3nsnc23)n1	-12	-12%	15%	-19%	-9%	-16%	0%	-3%	-6%
COC(=O)CCc1sc(Nc2ccc(OC)cc2)nc1-c1ccc(OC)cc1	-21	37%[activator]	-7%	2%	-5%	-22%	nt	-5%	-21%
COc1ccc(S(=O)(=O)N2CCC(C(=O)NCc3cccnc3)CC2)cc1OC	-5	0%	36%[activator]	0%	-1%	3%	73%[activator][12.4 µM]	-10%	-12%
c1ccc(NC2=NCCN2CCC2CCCC2)cc1	nt	-1%	28%	12%	1%	-2%	21%	4%	-13%
Cc1cc(OCC(=O)OCC(=O)NC2CCCCC2C)ccc1Cl (stereo not given)	3	nt	51%[activator]	nt	nt	-13%	-5%	i	-10%
Clc1ccc(Sc2cc(Cl)c(Cl)cc2Cl)cc1	nt	-2%	nt	nt	0%	-7%[60.1 µM]	1%	nt	nt
COc1ccc(N2CCN(C(=O)COC(=O)/C=C/c3ccc(C(F)(F)F)cc3)CC2)cc1	23	nt	?	nt	nt	-1%	0%	i	-6%
COc1ccc(N2CCN(CCCNC(=O)c3ccc4nc(N5CCCCC5)sc4c3)CC2)cc1	nt	-4%	1%	38%	1%	-10%	nt	0%	-13%
COC(=O)c1ccc2nc(C)cc(Nc3ccccc3C)c2c1	nt	-11%	-26%	11%	-1%	-3%	-6%	i	-10%
CCCC1(C(=O)O)NC(c2ccc(OC)cc2O)C2C(=O)N(c3ccc(OC)cc3)C(=O)C21 (stereo not given)	nt	-4%	-19%	5%	2%	3%	-5%	-2%	-13%
CCCOC1CCCN(C(=O)c2ccc(OC)c(OC3CCN(C(C)C)CC3)c2)C1 (stereo not given)	-6	-10%	13%	0%	-6%	0%	6%	3%	2%
Cc1ccccc1OCC(=O)NNC(=O)c1ccc(-n2cncn2)c([N+](=O)[O-])c1	-10	nt	9%	nt	nt	-4%	3%	2%	-14%
COc1ccc(Cl)cc1NC(=O)CN(C)C(=O)c1ccc2c(c1)CC(c1ccccc1)OC2=O (stereo not given)	-13	nt	-13%	nt	nt	-19%	-9%	10%	?
Cc1ccc(OCC(=O)NCCc2c[nH]c3ccccc23)cc1	-14	-11%	52%[activator]	25%	-7%	-4%	-7%	i	-5%
CCCCCC(=O)/C=C/C=C\CCCCCCCC(=O)O	nt	5%	nt	nt	3%	2%[19.4 µM]	27%&-1%	nt	nt
CCc1ccc(-c2cc(C(=O)Nc3ccc(S(=O)(=O)NC(C)=O)cc3)c3ccccc3n2)cc1	-3	-10%	3%	4%	3%	3%	-3%	-10%	?
COC(=O)c1nc(NC(=O)c2ccc(Cl)cc2)n[nH]1	9	-3%	13%	-20%	-2%	-2%	-4%	nt	8%
Cc1ccc(-c2cn(-c3ccc(Cl)cc3)c(S(=O)(=O)CC(=O)Nc3ccccc3)n2)cc1	?	-12%	-20%	-2%	-9%	-6%	nt	-2%	-5%
CC1CCN(c2c(NCc3ccc(C(=O)NCc4cccnc4)cc3)c(=O)c2=O)CC1	nt	-8%	-17%	17%	0%	5%	-12%	-4%	-10%
Cc1ccc(NC(=O)[C@H](C)NC(=O)C2CCN(C(=O)[C@@H](N)C(C)C)CC2)cc1	10	-12%	?	7%	-2%	-12%	24%	4%	-4%
CC1(C)Cc2ccccc2C(=NCCCC(=O)O)N1	20	-9%	7%	6%	-3%	-20%	20%	2%	-13%
CCOC(=O)C1CCCN(c2cc(C)nc3cc(-c4ccc(F)cc4)nn23)C1 (stereo not given)	9	3%	1%	-10%	1%	-22%	-1%	nt	-15%
CCc1ccc(NC(=O)C2CCCN(S(=O)(=O)c3ccc4c(c3)CC(C)N4C(C)=O)C2)cc1 (stereo not given)	nt	?	7%	0%	-7%	-8%	49%[activator]	-5%	-22%
COCCNC(=O)C1(C(F)(F)F)C/C(=C\CCO)CCCO1 (stereo not given)	nt	-2%	10%	nt	2%	12%	50µM*	nt	nt
CNC(C)C(=O)NC(C(=O)N1CCCC1C(=O)NNc1ccccc1)C(C)C (stereo not given)	nt	nt	-1%	nt	nt	-6%	-87%	-22%	-2%
Cc1cc(Br)ccc1NC(=O)CN(C)C(=O)C1CCN(c2ncnc3sc(C)c(C)c23)CC1	-19	nt	3%	nt	nt	-15%	nt	4%	-9%
COc1ccc(S(=O)(=O)N(CC(=O)Nc2ccccc2C(=O)N2CCOCC2)c2ccc(F)cc2)cc1	-2	-11%	14%	1%	-3%	-10%	10%	i	-6%
CS(=O)(=O)Nc1ccc(C(=O)NCCC2=CCCCC2)cc1	-2	?	15%	28%	-1%	-1%	-2%	-2%	6%
O=C(CSc1nnc(COc2ccccc2)o1)c1ccccc1	-20	?	-1%	2%	-5%	0%	1%	-12%	-12%
Cc1ccc(NC(=O)COC(=O)/C=C/c2cccs2)c(C)c1	6	-12%	-16%	-1%	-1%	-17%	13%	-8%	-10%
O=S(=O)(Nc1ccccc1N1CCCCC1)c1ccc(F)cc1	-22	-9%	-2%	-26%	-8%	-15%	-7%	2%	-1%
CC(C)C(=O)Nc1ncc(C(F)(F)F)cc1Cl	-14	-6%	8%	31%	0%	-5%	2%	0%	-5%
Cc1ccc2c(C)c(C(=O)Nc3cccnc3)oc2c1C	nt	nt	14%	nt	nt	-10%	nt	5%	0%
CCOC(=O)C1=C(c2ccccc2)NC(=O)NC1c1ccc(OCC#N)c(OC)c1 (stereo not given)	-9	-14%	10%	9%	0%	-1%	-3%	-2%	-12%
COC(=O)c1cc2ccsc2n1Cc1cccc(F)c1	nt	-6%	1%	17%	-6%	6%	7%	-2%	-10%
COc1ccc(-c2sccc2C(C)C(=O)O)cc1 (stereo not given)	6	-9%	8%	21%	-5%	-15%	-1%	-6%	6%
Cc1cccc(C(=O)NC(=S)NNC(=O)COc2c(C)cccc2C)c1	-6	-11%	13%	12%	-5%	-9%	1%	8%	-10%
Cc1ccccc1OCC(=O)NC1CCCCCCC1	9	?	0%	26%	-8%	-5%	-6%	7%	4%
CCc1ccc(-n2nc(CO)c(C(=O)NCC(c3ccccc3)c3ccccc3)n2)cc1	-15	-6%	?	27%	-1%	6%	nt	3%	-1%
Nc1nnc(SCC(=O)NC2CCCC2)s1	-8	0%	31%	4%	-1%	-2%	0%	10%	-15%
CCOc1c2ccc(C(=O)NCc3ccc(C(F)(F)F)cc3C(F)(F)F)cc2nn1C	nt	-13%	19%	5%	-10%	-1%	-4%	-10%	-18%
O=C(COC(=O)c1cccnc1SC(F)F)NC1CC1	-13	nt	-26%	nt	nt	1%	4%	-8%	-6%
COc1ccc(N2CCN(C(=O)c3ccc(NS(=O)(=O)c4cccs4)cc3)CC2)cc1	-13	-23%	84%[activator]	2%	-5%	0%	2%	6%	-12%
O=C(N/N=C/c1cccc(Oc2ccccc2)c1)c1ccccc1F	nt	-8%	nt	-4%	-8%	nt	-8%	nt	nt
Cc1cccc(NC(=O)CSCC(=O)Nc2ccc(S(=O)(=O)N3CCCC3)cc2)c1	-9	nt	15%	nt	nt	-7%	16%	8%	-6%
CCn1nnc(C(=O)O)c1C(=O)O	24	8%	-12%[58.9 µM]	1%	1%	-14%	1%	0%	-1%
NS(=O)(=O)c1ccc(NC(=O)COC(=O)CCc2ccc(S(=O)(=O)N3CCOCC3)cc2)cc1	-5	-12%	12%	-3%	-8%	9%	0%	-1%	-6%
Oc1[nH]c(=S)sc1C=C1N=c2ccccc2=N1	-34	-4%	10%	16%	-4%	-13%	-5%	26%	-15%
N#Cc1c(NC(=O)CN2CCN(S(=O)(=O)c3ccc4c(c3)OCCO4)CC2)sc2c1CCC2	11	-16%	?	?	-8%	-18%	-3%	8%	1%
O=S(=O)(NC1CCCCC1)c1ccc(-c2csnn2)s1	11	?	8%	-11%	-9%	-8%	1%	-4%	-11%

Taken from above.
For APEX1 inh, CCCC1(C(=O)O)NC(c2ccc(OC)cc2O)C2C(=O)N(c3ccc(OC)cc3)C(=O)C21 (stereo not given) shows -5%
For POLH inh, O=C(COC(=O)c1cccnc1SC(F)F)NC1CC1 shows -6%
